KCNK3 inh = human KCNK3 channel inhibitors, primary screen, CHO cells, FluxOR thallium flux, B-score | FluxOR fluorescence; active compounds read low | 340,000 compounds, 0.84% hits | AID 602410, 2012 | B-score at 10 µM;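 active means B-score under library mean minus 4 SD, starting fluorescence ratio at most library mean plus 5 SD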;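 further: more negative B-score means stronger inhibition of thallium flux through KCNK3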
ANO1 block = TMEM16A chloride channel inhibitors, primary screen, cell-based, HTS; 310,000 compounds, 1.2% hits; HEK293 TMEM16A/YFP iodide influx fluorescence, ionomycin; normalized B-score (activity score, 25-100; higher = stronger inhibition) at 10 µM; Anoctamin-1 (Mus musculus), Q8BHY3;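 active means ratio plate-corrected score three or more library SD toward inhibition, starting fluorescence score within five deviations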;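 further: score derived from kinetic fluorescence span divided by baseline fluorescence per well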
Target sequence (Q8BHY3 whole entry, looked up): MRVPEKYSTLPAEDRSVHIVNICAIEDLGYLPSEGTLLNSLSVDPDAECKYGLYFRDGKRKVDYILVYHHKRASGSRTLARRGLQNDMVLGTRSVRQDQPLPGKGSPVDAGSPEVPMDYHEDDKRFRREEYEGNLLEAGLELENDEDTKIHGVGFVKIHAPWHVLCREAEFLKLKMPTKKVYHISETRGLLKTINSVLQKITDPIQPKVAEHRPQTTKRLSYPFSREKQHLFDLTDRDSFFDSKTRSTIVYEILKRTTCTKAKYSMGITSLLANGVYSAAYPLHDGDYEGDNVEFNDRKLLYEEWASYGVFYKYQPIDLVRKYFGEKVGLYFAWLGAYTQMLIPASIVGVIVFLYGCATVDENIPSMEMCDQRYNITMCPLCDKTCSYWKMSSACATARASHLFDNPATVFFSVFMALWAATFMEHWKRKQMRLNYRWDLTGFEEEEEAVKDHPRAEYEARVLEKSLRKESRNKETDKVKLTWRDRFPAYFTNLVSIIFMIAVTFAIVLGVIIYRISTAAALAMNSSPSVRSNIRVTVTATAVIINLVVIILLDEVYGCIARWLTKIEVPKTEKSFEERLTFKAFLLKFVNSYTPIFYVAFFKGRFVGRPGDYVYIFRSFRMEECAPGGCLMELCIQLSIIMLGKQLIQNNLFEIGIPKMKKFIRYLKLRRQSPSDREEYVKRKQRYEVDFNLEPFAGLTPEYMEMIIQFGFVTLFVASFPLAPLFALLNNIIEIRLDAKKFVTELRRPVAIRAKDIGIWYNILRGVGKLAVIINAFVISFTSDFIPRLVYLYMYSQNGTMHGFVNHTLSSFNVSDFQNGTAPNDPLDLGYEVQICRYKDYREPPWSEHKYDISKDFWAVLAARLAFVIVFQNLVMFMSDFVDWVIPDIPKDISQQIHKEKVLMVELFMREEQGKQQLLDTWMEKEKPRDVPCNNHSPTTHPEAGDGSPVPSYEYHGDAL
MrgX1 ag = agonists of human MrgX1 receptor, primary screen, HEK293 cells, Fluo-4 calcium flux; Mas-related G-protein coupled receptor member X1 (Homo sapiens), Q96LB2; Fluo-4 calcium fluorescence, agonist mode; active compounds read high; B-score at 10 µM; 310,000 compounds, 0.44% hits;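 active means calcium response B-score plate-corrected fluorescence ratio at least 3 library SD, with starting fluorescence B-score inside 5 SD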
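Test system: HEK293 cells stably expressing human MrgX1 receptor; Input: fifteen thousand cells per well; Dosing: compound delivered in addition one of three; Schedule: overnight seeding, then 1 h dark dye loading; Technique: Fluo-4 NW calcium fluorescence; Measure: B-scored fluorescence response ratio; Controls: positive and negative controls per plate.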
RGS4 act = RGS4 potentiators or activators, primary screen, cell-based, HEK293 M3R inducible RGS4, calcium flux. carbachol calcium flux Fluo4; active compounds read low. B-score at 10 µM. 310,000 compounds, 0.92% hits. AID 463111, 2010;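 active means B-score of the integrated calcium signal more than 4 SD below the library mean, with starting fluorescence not abnormally high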;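 further: negative B-score means reduced calcium response which marks RGS4 activation or potentiation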
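Assay system: Inducible-RGS4 HEK293 cells carrying M3 receptor | Schedule: Compound preincubation 20 min at room temperature before agonist | Signal: Kinetic calcium fluorescence imaging with Fluo4-AM dye, 2 µM | Read-out basis: B score from integrated fluorescence ratio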
MrgX1 PAM = positive allosteric modulators of MrgX1, primary screen, HEK293 cells, Fluo-4 calcium flux; FDSS; active compounds read high; Mas-related G-protein coupled receptor member X1 (Homo sapiens), Q96LB2; B-score at 10 µM; 310,000 compounds, 0.63% hits;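 active means plate-corrected calcium response at least 3 library SD above typical, normal starting fluorescence, not activating the receptor alone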;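 further: compound read alongside a low EC10 to EC30 dose of BAM8-22 agonist; peak minus trough fluorescence over baseline measured at the second addition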
KCNQ1 act = potentiators or activators of KCNQ1 channel, primary screen, cell-based, thallium flux, high-throughput; Potassium voltage-gated channel subfamily KQT member 1 (Homo sapiens), P51787; CHO-K1 KCNQ1, thallium flux FluxOR fluorescence; active compounds read high; B-score at 10 µM; 310,000 compounds, 0.35% hits;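 active means fluorescence ratio B-score, a plate-corrected score, at least three library SD, with initial intensity B-score within 5 SD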
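Schedule – 37 °C overnight plating, 90-min dark dye load, 20-min compound pretreatment · System – stable KCNQ1 CHO-K1 line · Probe or stimulus – thallium- and potassium-containing depolarizing buffer · Measured by – kinetic FluxOR fluorescence, 10 s baseline plus 110 s post-stimulus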
KCNQ1 block = inhibitors of human KCNQ1 channel, primary screen, cell-based, thallium flux, high-throughput. 310,000 compounds, 1.3% hits. AID 2642, 2010. Potassium voltage-gated channel subfamily KQT member 1 (Homo sapiens), P51787. CHO-K1 KCNQ1, FluxOR thallium flux fluorescence; active compounds read high. B-score at 10 µM;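 active means compounds whose thallium flux B-score, printed positive for inhibition, exceeds three library SD while starting fluorescence stays within three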;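 further: channel opened by potassium depolarization with thallium stimulus after 20 min compound exposure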
ANO1 activ = TMEM16A chloride channel activators or potentiators, primary screen, cell-based, HTS. 340,000 compounds, 0.3% hits. HEK293 TMEM16A/YFP-H148Q/I152L, iodide quench fluorescence; active compounds read low. AID 623877, 2012. B-score at 10 µM. Anoctamin-1 (Mus musculus), Q8BHY3;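 active means fluorescence-ratio B-score plate-corrected deviation score at least 3 library SD below zero, with starting fluorescence score within 5 deviations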;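 further: channel opened by trigger with iodide after compound preincubation; score built on the fluorescence ratio of max minus min over baseline; more negative score means more quench and so TMEM16A activation or potentiation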
hERG protect = hERG rescue from dofetilide block, primary screen, cell-based, CHO-hERG, FluxOR thallium flux, dofetilide IC70. Voltage-gated inwardly rectifying potassium channel KCNH2 (Homo sapiens), Q12809. dofetilide IC70 present. activation (rescue from dofetilide block), less the hit threshold, % at 10 µM. 310,000 compounds, 0.51% hits;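 active means activation above the mean of controls blocked by dofetilide plus 5 SD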;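 further: thallium influx through hERG after potassium depolarization seen as dye fluorescence rise; in these data hits start at about 4.7%; inactives centre near -7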
RGS4 inh = RGS4 inhibitors, primary screen, cell-based, HEK293 M3R inducible RGS4, calcium flux | Regulator of G-protein signaling 4 (Homo sapiens), P49798 | Fluo-4 calcium flux; active compounds read high; triggered by carbachol at its EC20 | B-score at 10 µM | 310,000 compounds, 0.45% hits;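 active means B-score, a plate-corrected calcium signal, over three deviations above library mean, with baseline fluorescence within five deviations of library mean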;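 further: RGS4 expression induced by doxycycline in cells with stable M3 receptor; B-score is computed from the integrated fluorescence ratio over baseline after carbachol; higher B-score means a larger calcium signal and so more RGS4 inhibition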
KCNK9 block = KCNK9 potassium channel inhibitors, primary screen, HEK293 cells, thallium flux | Potassium channel subfamily K member 9 (Homo sapiens), Q9NPC2 | FluxOR thallium flux fluorescence; active compounds read low | B-score at 10 µM | 310,000 compounds, 1.2% hits;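 active means ratio B-score over 3 SD below the library mean, with starting fluorescence within 5 SD of its mean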;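 further: negative B-score means less thallium flux so channel inhibition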
An asterisk follows results filed as active; i = inactive; · = no result given.

SMILES	KCNK3 inh	ANO1 block	MrgX1 ag	RGS4 act	MrgX1 PAM	KCNQ1 act	KCNQ1 block	ANO1 activ	hERG protect	RGS4 inh	KCNK9 block
CC(=O)CC1OC(=O)C(Br)=C1NCc1ccccc1 (stereo not drawn)	i	i	i	i	i	i	6*	i	-7	i	i
COc1ccc(Cn2c(=S)[nH]c3cc(C(=O)N4CCN(c5ccccc5)CC4)ccc3c2=O)cc1	i	i	i	i	i	i	i	i	-8	i	i
CSc1nnc(-c2sccc2OCc2ccc(C)cc2)n1C	i	i	i	i	i	i	i	i	-7	i	i
COc1cccc(CNC(=O)C2CCC(CNc3nc(=S)[nH]c4ccccc34)CC2)c1 (stereo not drawn)	i	i	i	i	i	i	i	i	-1	i	i
CC(=O)Nc1ccc(/C(C)=N/NC(=O)CN(c2ccccc2Br)S(C)(=O)=O)cc1	i	i	i	i	i	i	i	i	-12	i	i
COc1ccccc1CC(=O)NNC(=O)CN(C)S(=O)(=O)c1ccc(Cl)cc1	i	i	i	i	i	i	i	i	-4	i	i
Cc1cc(F)ccc1S(=O)(=O)Nc1ncnc2sccc12	i	i	i	i	i	i	i	i	-1	i	i
O=C(c1cc2n(n1)C(C(F)(F)F)CC(c1ccco1)N2)N1CCN(c2ccccn2)CC1 (stereo not drawn)	i	i	i	i	i	i	i	i	-1	i	i
CN(Cc1ccccn1)Cc1cn(Cc2ccccc2)nc1-c1ccc2c(c1)OCO2	i	i	i	i	i	i	i	i	-10	i	i
O=C(Nc1ccc(C(=O)N2CCCC2)cc1)c1ccccc1F	i	i	i	i	i	i	i	i	-6	i	i
COc1ccc(C(=O)NC(=S)Nc2ccc(NC(=O)c3ccco3)cc2)cc1[N+](=O)[O-]	i	i	i	i	i	i	i	i	-4	i	i
COc1ccc(OCc2cccc(C(=O)N3CCCC3)c2)cc1	i	i	i	i	i	i	i	i	-6	i	i
CC1CCC(NC(=O)C2CC(=O)N(c3ccc(Cl)cc3)C2)CC1 (stereo not drawn)	i	i	i	i	i	i	i	i	-8	i	i
Cc1cc(C(=O)Cn2cnc3cc([N+](=O)[O-])ccc3c2=O)c(C)n1CC1CCCO1 (stereo not drawn)	i	i	i	i	i	i	i	i	-8	i	i
O=C(NCC(=O)N(Cc1ccccc1)C(C(=O)NC1CCCCC1)c1ccco1)c1ccco1 (stereo not drawn)	i	i	i	i	i	i	i	i	-13	i	i
COc1ccc(C(CNC(=O)c2cncc(Br)c2)N(C)C)cc1 (stereo not drawn)	i	i	i	i	i	i	i	i	-9	i	i
CCN(c1ccccc1)S(=O)(=O)c1ccc(Cl)c(NC(=O)COC(=O)c2cc(O)c3ccccc3c2O)c1	·	i	i	i	i	i	i	·	-14	i	i
O=C(Nc1cccc2ccccc12)c1onc2c1CCCC2	i	i	i	i	i	i	i	i	-3	i	i
O=C(Nc1cnccn1)Nc1ccccc1F	i	i	i	i	i	i	i	i	-6	i	i
CCOc1ccc(NC(=O)CC(C)S(=O)(=O)c2ccc3c(c2)NC(=O)CO3)cc1 (stereo not drawn)	i	i	i	i	i	i	i	i	-3	i	i

KCNQ1 block: hit marks shown above
Compound,KCNK3 inh,KCNQ1 act,KCNQ1 block,ANO1 activ,RGS4 inh,KCNK9 block
CC(=O)CC1OC(=O)C(Br)=C1NCc1ccccc1 (stereo not drawn),i,i,6*,i,i,i

(cont.)
SMILES	KCNK3 inh	ANO1 block	MrgX1 ag	RGS4 act	MrgX1 PAM	KCNQ1 act	KCNQ1 block	ANO1 activ	hERG protect	RGS4 inh	KCNK9 block
O=[N+]([O-])c1ccc(NC(=S)N2CCOCC2)cc1	i	i	i	i	i	i	i	i	-6	i	i
CC(=O)c1cccc(NC(=O)c2ccco2)c1	i	i	i	i	i	i	i	i	-4	i	i
COc1ccc(N(CC(=O)NCCSc2ccccn2)S(C)(=O)=O)cc1Cl	i	i	i	i	i	i	i	i	-10	i	i
CC(NC(=O)CNC(=O)c1ccco1)c1ccc(S(N)(=O)=O)cc1 (stereo not drawn)	i	i	i	i	i	i	i	i	-10	i	i
COc1ccc(NC(=O)c2cccc(N3C(=O)C4C5C=CC(C5)C4C3=O)c2)cc1 (stereo not drawn)	i	i	i	i	i	i	i	i	-10	i	i
CCOC(=O)c1c(C)[nH]c(C(=O)N2CCN(c3ccc(OC)cc3)CC2)c1C	i	i	i	i	i	i	i	i	-12	i	i
COc1ccc(OC)c(NC(=O)C2CCN(S(=O)(=O)c3cccs3)CC2)c1	i	i	i	i	i	i	i	i	-6	i	i
Cc1ccccc1-n1nnnc1SCC(N)=O	i	i	i	i	i	i	i	i	1	i	i
CCOC(=O)C1=C(C)N=C2SC(C)C(=O)N2C1c1ccc(OC(C)=O)c(OCC)c1 (stereo not drawn)	·	i	i	i	i	i	i	·	-9	i	i
CC(=O)c1ccc(NC(=O)Nc2ccc(S(=O)(=O)N3CCCC3)cc2)cc1	i	i	i	i	i	i	i	i	-1	i	i
CCN(c1ccccc1)S(=O)(=O)c1ccc(OCC(=O)Nc2cc(C)on2)cc1	i	i	i	i	i	i	i	i	-9	i	i
O=C(NCCc1ccncc1)Nc1ccc(F)cc1	i	i	i	i	i	i	i	i	-7	i	i
CCOC(=O)CSC1=C(C#N)C(c2ccc(OC)cc2)C2=C(CC(C)(C)CC2=O)N1 (stereo not drawn)	i	i	i	i	i	i	i	i	-10	i	i
C=CCc1ccc(OCCOCCOc2ccc(C)cc2[N+](=O)[O-])c(OC)c1	i	i	i	i	i	i	i	i	-12	i	i
COc1ccccc1N1CCN(C(=O)CSc2nc3ccccc3[nH]2)CC1	i	25*	i	i	i	i	i	i	-11	i	i
CCn1c(SCC(=O)Nc2cccc(OC)c2)nc2c(c1=O)SCC2	i	i	i	i	i	i	i	i	-15	i	i
O=C(CSc1nnnn1-c1ccc(Cl)cc1)NNC(=O)c1ccc([N+](=O)[O-])cc1	i	i	i	i	i	i	i	i	-14	i	i
O=C(Nc1ccccc1)Nc1ccc(Br)cc1F	i	i	i	i	i	i	i	i	-11	i	i
CCSc1ccc([C@@H]2[C@@H]3C(=O)N(CC)C(=O)[C@@H]3[C@]3(C(=O)OC)CCCN23)cc1	i	i	i	i	i	i	i	i	-9	i	i
COc1ccc(C(=O)NC2CCCN(Cc3ccc(Cl)cc3)C2)c(OC)c1 (stereo not drawn)	i	i	i	i	i	i	i	i	-14	i	i
CC(C)c1ccc(NCCC(=O)c2cccs2)cc1	i	i	i	i	i	i	i	i	-14	i	i
CCC(C)(C)NC(=O)CN(C(=O)CCC(=O)Nc1cc(C)ccn1)c1ccc2c(c1)OCCO2	i	i	i	i	i	i	i	i	-6	i	i
O=C(COC(=O)c1ccncc1)c1ccc(Br)cc1	i	i	i	i	i	i	i	i	-22	i	i
COC(=O)c1cc(OC)c(OC)cc1NC(=S)Nc1cc(Cl)ccc1OC	i	i	i	i	i	i	i	i	-10	i	i
O=Cc1cn(-c2ccccc2)nc1-c1ccccn1	i	i	i	i	i	i	i	i	-9	i	i
CC1(C(=O)NCC2CC2)C=CC2(CCCCC2)N1C(=O)c1ccccc1 (stereo not drawn)	i	i	i	i	i	i	i	i	-3	i	i
Cc1ccc(OCc2nnc(-c3ccc(Cl)cc3)o2)cc1	i	i	i	i	i	i	i	i	-7	i	i
Cc1c(C(c2cccc([N+](=O)[O-])c2O)c2c(C)n(C)n(-c3ccccc3)c2=O)c(=O)n(-c2ccccc2)n1C	i	i	i	i	i	i	i	i	-6	i	i
Cc1nc(CNS(=O)(=O)c2cccs2)cs1	i	i	i	i	i	i	i	i	-11	i	i
CCOC(=O)c1c(NC(=O)Cc2cccs2)sc2c1CCCC2	i	i	i	i	i	i	i	i	-3	i	i
CC(C)(C)CN1CCN(Cc2c[nH]c3ccccc23)CC1CCO (stereo not drawn)	i	i	i	i	i	i	i	i	3	i	i
COc1ccc(N(CC(=O)NCc2ccco2)S(C)(=O)=O)cc1	i	i	i	i	i	i	i	i	-7	i	i
O=C(CNC(=O)c1ccccc1)Nc1ccsc1C(=O)O	i	i	i	i	i	i	i	i	-13	i	i
O=C(CCC(=O)N(CC(=O)NC1CCCCC1)c1ccc2c(c1)OCO2)Nc1ccccn1	i	i	i	i	i	i	i	i	-2	i	i
COc1ccc(CNC(=O)C2CCCN2S(=O)(=O)c2ccc(F)cc2)cc1 (stereo not drawn)	i	i	i	i	i	i	i	i	-12	i	i
COc1cc(CC(=O)Nc2sccc2C(N)=O)cc(OC)c1OC	i	i	i	i	i	i	i	i	-4	i	i
CCOC1=C/C(=C/c2c(N)n3oc(C)cc3nc2=O)C=CC1=O	·	i	i	i	8.6*	i	i	·	-12	i	i
CN(C)CC1CCCCC1OC(=O)c1ccc(Br)cc1 (stereo not drawn)	i	i	i	i	i	i	i	i	3	i	i
O=C(Cn1ccc2cc(S(=O)(=O)N3CCCC3)ccc21)NCCc1ccccc1	i	i	i	i	i	i	i	i	-10	i	i
CC(=O)N1CCN(c2ccc(NC(=O)c3ccc(C)cc3)cc2)CC1	i	i	i	i	i	i	i	i	-5	i	i
CCc1cc2ccc(C)c(C)c2nc1SCC(=O)NNC(=O)c1ccco1	i	i	i	i	i	i	i	i	-7	i	i

Compound activity (PubChem BioAssay)
